Assay outcomes: PubChem BioAssay, National Center for Advancing Translational Sciences (NCATS)
TSHR antagonist: Antagonists of the Thyroid Stimulating Hormone Receptor: HTS campaign | TSHR-expressing cells, TSH-stimulated cAMP HTRF, 2 h; hits give low values | activity change, negative = inhibition, % at 11.5 µM | actives 0.2% (n = 330,000) | AID 504810, 2011;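 active means activity change below a set negative limit, meaning inhibition stronger than a set level, cut at about -70% in these data; inconclusive means activity change between two set negative limits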; further: on the % scale 0 is the no-effect control and ±100 the full control effect
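Inhibition of cAMP made by TSHR-expressing cells under TSH stimulation (4nM final, EC80; 2 h, 37 deg C) is quantified with a one-step lysis HTRF kit, anti-cAMP cryptate versus cAMP-d2.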
Eya2 inh: qHTS Assay for Inhibitors of the Phosphatase Activity of Eya2. actives 0.006% (n = 330,000). Potency, µM (doses to about 76.9 µM), inactives show at the top dose activity, negative = inhibition, actives largely listed as inhibitors. Protein phosphatase EYA2 (Homo sapiens), O00167. recombinant Eya2, OMFP fluorescence dephosphorylation (OMFP is methylfluorescein phosphate); further: potency means the concentration at half of the fitted maximal effect; on the % scale 0 is the no-effect control and ±100 the full control effect
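Eya2 (0.2 uM) preincubated 10 min at ambient with compound, then OMFP substrate added at 50 uM; 10 min reaction in 50 mM HEPES pH 7.5, 50 mM NaCl, 5 uM MgCl2, 0.05% BSA, 1 mM DTT. Fluorescence read at Ex 485/Em 525 nm.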
PKM2 act: qHTS Assay for Activators of Human Muscle isoform 2 Pyruvate Kinase; purified PKM2, Kinase-Glo ATP luminescence, activation; response scale: 0% is enzyme alone, no compound; Pyruvate kinase PKM (Homo sapiens), P14618; actives 0.34% (n = 260,000); Potency, µM (doses to about 57.5 µM), for inactives: top-dose activation, hits mostly activators; further: potency means the concentration at half of the fitted maximal effect; on the % scale 0 is the no-effect control and ±100 the full control effect; nearly all actives have a fitted effect of over 55% in size
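ATP formation by purified human PK-M2, quantified via coupled luciferase luminescence after 1 h at room temperature with 0.1 mM ADP and 0.5 mM PEP final.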
KCNH2 WT inh: qHTS for Inhibitors of KCHN2 3.1: Wildtype qHTS | AID 720551, 2013 | U2OS, BacMam KCNH2, thallium flux FluxOr; hits give low values | actives 0.37% (n = 340,000) | activity change, % at 1.84 µM;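 active means maximum activity change below -70%; inconclusive means maximum activity change between -70% and -50%; inactive means maximum activity change above -50%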; further: on the % scale 0 is the no-effect control and ±100 the full control effect
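U2OS cells transduced with wild-type KCNH2 virus are loaded with FluxOr dye for 45 min, and thallium flux is measured in kinetic reads before and after stimulation buffer. Rate constants are normalized to DMSO controls.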
Mito fusion yeast: qHTS Assay for Small Molecule Inhibitors of Mitochondrial Division or Activators of Mitochondrial Fusion; Potency, µM (doses to about 46.1 µM), for the others: at the highest dose growth rescue (activation), actives largely listed as activators; S. cerevisiae fusion-defective mutant growth rescue, CellTiterGlo 48 h; AID 485298, 2010; actives 0.23% (n = 320,000);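 further: potency means the concentration at half of the fitted maximal effect; % of control where 0% means no effect; nearly all actives have a fitted effect of over 45% in size; temperature-sensitive fusion mutants such as fzo1-1 at 37 °C on non-fermentable ethanol glycerol medium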
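Growth-rescue viability read-out: after 48 h at the non-permissive 37C in glycerol/ethanol YPEG, yeast mitochondrial fusion mutants are measured by CellTiterGlo luminescence; compounds (23 nl pinned per well) restoring growth score as division inhibitors or fusion activators.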
GALK inhibitor: qHTS Assay for Inhibitors of Human Galactokinase (GALK); Purified GALK, Kinase-Glo residual ATP luminescence; Potency, µM (highest dose often 57.5 µM), for inactives: at the top dose activity change, negative = inhibition, actives largely listed as inhibitors; actives 0.007% (n = 270,000); P51570; further: potency means the concentration at half of the fitted maximal effect; on the % scale 0 is the no-effect control and ±100 the full control effect
Target sequence (P51570 whole entry, looked up): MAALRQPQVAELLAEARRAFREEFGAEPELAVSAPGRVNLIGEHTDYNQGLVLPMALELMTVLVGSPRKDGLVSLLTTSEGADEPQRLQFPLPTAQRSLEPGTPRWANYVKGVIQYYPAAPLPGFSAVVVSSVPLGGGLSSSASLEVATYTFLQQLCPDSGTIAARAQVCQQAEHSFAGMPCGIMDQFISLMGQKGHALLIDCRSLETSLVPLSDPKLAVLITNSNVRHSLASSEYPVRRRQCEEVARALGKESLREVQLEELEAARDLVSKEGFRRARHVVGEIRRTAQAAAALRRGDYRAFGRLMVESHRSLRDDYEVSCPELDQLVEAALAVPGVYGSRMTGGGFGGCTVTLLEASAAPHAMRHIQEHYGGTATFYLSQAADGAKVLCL
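Luminescence from leftover ATP (Ultra-Glo luciferase/luciferin) served as read-out after a 1 h room-temperature reaction of 5 nM GALK with 35 uM ATP and 100 uM galactose.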
USP2a block: qHTS Assay for Inhibitors of Ubiquitin-specific Protease USP2a Using CHOP2 as the Reporter; Ubiquitin carboxyl-terminal hydrolase 2 (Homo sapiens), O75604; USP2 core, Ub-CHOP2 coupled fluorogenic reporter, 485/531; Potency, µM (highest dose often 38.3 µM), inactives show at the top dose activity change, negative = inhibition, most hits filed as inhibitors; actives 0.01% (n = 330,000); AID 463254, 2010;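 further: potency means the concentration at half of the fitted maximal effect; plate controls were DMSO wells for no effect and full inhibition by NEM control for full effect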
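Cell-free coupled assay: 10nM USP2 core preincubated 30min RT with compound in Tris-HCl pH 8.0/CaCl2/CHAPS buffer, then 25nM Ub-CHOP2 and 25nM reporter substrate; fluorescence (Ex 485/Em 531) read after 60min RT, normalized to NEM inhibition, concentration-response curves fitted.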
Menin MLL FP TR: qHTS Assay for Inhibitors Targeting the Menin-MLL Interaction in MLL Related Leukemias: Competition With Texas Red Labeled MLL-derived Mutant Peptide; O00255; Menin + Texas Red MLL mutant peptide, fluorescence polarization; Potency, µM (titrated, usually from 61.6 µM), without a hit: top-dose FP activity change, negative = inhibition, usual class: inhibitors; actives 0.23% (n = 270,000); AID 1768, 2009; active means well fitted inhibition curve with a large enough effect in the polarisation, with a control signal flat, not every such curve was filed as active; inconclusive means small, poorly fitted or top-dose-only effect, or effect the other way, or a change in a side signal; inactive means no such curve, though single readings can be large or run the other way; the % refers to the polarisation; further: potency means the concentration at half of the fitted maximal effect; % of control where 0% means no effect; many of its hits are not listed in these tables
Target sequence (O00255 whole entry, looked up): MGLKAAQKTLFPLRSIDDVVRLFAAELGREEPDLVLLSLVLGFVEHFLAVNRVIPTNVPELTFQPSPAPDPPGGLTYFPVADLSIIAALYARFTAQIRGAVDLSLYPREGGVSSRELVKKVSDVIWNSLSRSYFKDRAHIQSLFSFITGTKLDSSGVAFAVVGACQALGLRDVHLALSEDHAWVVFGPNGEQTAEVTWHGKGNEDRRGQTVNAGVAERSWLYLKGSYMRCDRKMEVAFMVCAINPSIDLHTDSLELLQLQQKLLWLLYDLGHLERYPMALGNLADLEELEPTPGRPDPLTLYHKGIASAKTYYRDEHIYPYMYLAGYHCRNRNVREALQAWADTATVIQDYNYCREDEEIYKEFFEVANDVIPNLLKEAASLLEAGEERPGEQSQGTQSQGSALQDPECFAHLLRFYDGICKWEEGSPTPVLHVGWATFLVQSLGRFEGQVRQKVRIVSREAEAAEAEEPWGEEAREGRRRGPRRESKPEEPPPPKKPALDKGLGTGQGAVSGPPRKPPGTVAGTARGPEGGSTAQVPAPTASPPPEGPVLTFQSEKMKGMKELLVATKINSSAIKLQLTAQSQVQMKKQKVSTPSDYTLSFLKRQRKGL
MBNL1-CUG inh: qHTS Assay for Inhibitors of MBNL1-poly(CUG) RNA binding. Muscleblind-like protein 1 (Homo sapiens), Q9NR56. TR-FRET MBNL1-His/biotin-(CUG)12 binding, 665/545 ratio. Potency, µM (doses to about 57.5 µM), without a hit: at the highest dose activity change, negative = inhibition, actives largely listed as inhibitors. actives 0.036% (n = 280,000); active means well fitted inhibition curve with a large enough effect in the signal ratio, with a control signal flat, not every such curve was filed as active; inconclusive means small, poorly fitted or top-dose-only effect, or effect the other way, or a change in a side signal; inactive means no such curve, though single readings can be large or run the other way; the % refers to the signal ratio; further: potency means the concentration at half of the fitted maximal effect; on the % scale 0 is the no-effect control and ±100 the full control effect
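Inhibition of protein-RNA binding appears as loss of TR-FRET between terbium anti-His antibody on MBNL1-His and streptavidin-XL665 on biotin-(CUG)12. Activity is normalized to buffer-only and uninhibited-complex controls.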
Chronic BCR inh: qHTS Assay to Find Inhibitors of Chronic Active B-Cell Receptor Signaling; Potency, µM (titrated, usually from 46.1 µM), for inactives: top-dose ratio change, negative = lower green/red ratio, hits mostly inhibitors; ABC-DLBCL IkBa-CBG/CBR reporter, luminescence ratio, 4 h; actives 0.05% (n = 340,000); active means well fitted inhibition curve with a large enough effect in the signal ratio, with a control signal flat, not every such curve was filed as active; inconclusive means small, poorly fitted or top-dose-only effect, or effect the other way, or a change in a side signal; the % refers to the signal ratio;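 further: potency means the concentration at half of the fitted maximal effect; plate controls were basal doxycycline-induced cells for no effect and cells given 10 µM MG132 for full effect; MG132 reads +100%, hits lower the ratio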
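Concentration-response series (up to 46 uM) were applied to TMD8 dual-reporter cells for 4 h at 37C with doxycycline. Green/red ratio, after filter-overlap correction, defined %Activity; red signal alone was normalised to basal cells and zero luminescence.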
ASM inhibitor: Inhibitors of Secretory Acid Sphingomyelinase (S-ASM): qHTS; Sphingomyelin phosphodiesterase (Homo sapiens), P17405; placental ASM, HMU-PC fluorogenic substrate, 60 min; Potency, µM (top dose mostly 57.5 µM), for inactives: top-dose activity change, negative = inhibition, usual class: inhibitors; actives 0.006% (n = 340,000); further: potency means the concentration at half of the fitted maximal effect
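Fluorogenic HMU-PC substrate (9 uM final) is turned over by placental ASM in 60 min at 37 C after a 10 min compound preincubation. Reaction ended by alkaline stop (pH 10), with fluorescence read at 386/447 nm.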
* hit, by the source's call; [ ] = dose if it differs, or a comment. Unless noted, the call rests on the fitted dose curve; in most records, active means well fitted curve in the direction sought with a large enough effect; inconclusive means small, poorly fitted or top-dose-only effect, or another doubt; inactive means no such curve, though single readings can be large; an effect the other way counts as inactive or inconclusive. Some of the compounds tested; count on the stated rates, not on these rows.

How did Cc1cccc(-c2nc3ccccc3c(=O)n2N)c1 do in these assays?
TSHR antagonist: -10; Eya2 inh: -25%; KCNH2 WT inh: -1; Mito fusion yeast: -14%; GALK inhibitor: 1%; USP2a block: -1%; Menin MLL FP TR: 9%; MBNL1-CUG inh: -8%; Chronic BCR inh: 5%; ASM inhibitor: -2%

How did O=C(NCC1CCN(c2ccc(S(=O)(=O)N3CCOCC3)cc2)CC1)Nc1ccccc1 do in these assays?
TSHR antagonist: -2; Eya2 inh: 3%; KCNH2 WT inh: -6; Mito fusion yeast: -4%; GALK inhibitor: 4%; USP2a block: 2%; Menin MLL FP TR: 20%; MBNL1-CUG inh: 5%; Chronic BCR inh: 3%; ASM inhibitor: 3%

What do the screens show for `CCN(CC)c1nc(N2CCOCC2)nc2ccccc12`?
TSHR antagonist: 11; Eya2 inh: -5%; PKM2 act: -5%; KCNH2 WT inh: 7; Mito fusion yeast: 2%; GALK inhibitor: 3%; USP2a block: -2%; Menin MLL FP TR: -7%; MBNL1-CUG inh: -14%; Chronic BCR inh: 5%; ASM inhibitor: 170%[activator]

Results for Cc1ncoc1C(=O)Nc1cccc(Cl)c1 ?
TSHR antagonist: 3; Eya2 inh: 18%; PKM2 act: -12%; KCNH2 WT inh: -3; Mito fusion yeast: -1%; GALK inhibitor: -1%; USP2a block: 3%; Menin MLL FP TR: -1%; MBNL1-CUG inh: 0%; Chronic BCR inh: -12%; ASM inhibitor: 0%

Results for CCN1C(=O)c2cccc3c(S(=O)(=O)Nc4ccccc4)ccc1c23 ?
TSHR antagonist: -8; Eya2 inh: 15%; PKM2 act: 4µM*; KCNH2 WT inh: -4; Mito fusion yeast: 1%; GALK inhibitor: 4%; USP2a block: -9%; Menin MLL FP TR: 33%[activator]; MBNL1-CUG inh: inconclusive; Chronic BCR inh: inconclusive; ASM inhibitor: -13%

Results for COc1ccccc1CNC(=O)[C@H](Cc1c[nH]c2ccccc12)NC(=O)[C@@H]1Cc2ccccc2CN1 ?
TSHR antagonist: -1; Eya2 inh: 0%; PKM2 act: 2%; KCNH2 WT inh: 9; Mito fusion yeast: -2%; USP2a block: 0%; Menin MLL FP TR: -16%; MBNL1-CUG inh: -2%; Chronic BCR inh: inconclusive; ASM inhibitor: 7%

Results for CCOC(=O)N1CCC(N2CCN(C3CCCC3)C(CCO)C2)CC1 (stereo unspecified) ?
TSHR antagonist: 9; Eya2 inh: -3%; PKM2 act: -2%; KCNH2 WT inh: 2; Mito fusion yeast: 4%; GALK inhibitor: -1%; USP2a block: 1%; Menin MLL FP TR: -18%; MBNL1-CUG inh: 2%; Chronic BCR inh: 0%; ASM inhibitor: 1%

How did O=c1c2c(nc3nc(NCc4ccccc4Cl)[nH]n13)CCC2 do in these assays?
TSHR antagonist: -6; Eya2 inh: 0%; Mito fusion yeast: 29%; GALK inhibitor: 0%; USP2a block: -1%; Menin MLL FP TR: -3%; MBNL1-CUG inh: -4%; Chronic BCR inh: 2%

Results for O=C(Nc1ccc2ccccc2n1)c1ccccc1 ?
TSHR antagonist: -11; Eya2 inh: -3%; KCNH2 WT inh: -20; Mito fusion yeast: -10%; GALK inhibitor: -1%; USP2a block: 1%; Menin MLL FP TR: 2%; MBNL1-CUG inh: -6%; Chronic BCR inh: inconclusive; ASM inhibitor: -1%

What do the screens show for `CN1CCN(CC(=O)c2cc(C(C)(C)C)c(O)c(C(C)(C)C)c2)CC1`?
TSHR antagonist: -14; Eya2 inh: 3%; PKM2 act: 1%; KCNH2 WT inh: 1; Mito fusion yeast: -1%; GALK inhibitor: 0%; USP2a block: 1%; Menin MLL FP TR: -3%; MBNL1-CUG inh: 5%; Chronic BCR inh: inconclusive; ASM inhibitor: 10%

How did O=C(Nc1ccccn1)c1c(O)c2cccc3c2n(c1=O)CCC3 do in these assays?
TSHR antagonist: -5; Eya2 inh: 6%; PKM2 act: 0%; KCNH2 WT inh: -11; Mito fusion yeast: 2%; GALK inhibitor: 0%; USP2a block: 1%; Menin MLL FP TR: 17%; MBNL1-CUG inh: -2%; Chronic BCR inh: inconclusive; ASM inhibitor: 0%

How did Cc1ccc(Cn2ccsc2=NC(=O)CCl)cc1 do in these assays?
TSHR antagonist: 6; Eya2 inh: 8%; PKM2 act: 4%; KCNH2 WT inh: -13; Mito fusion yeast: 2%; GALK inhibitor: 1%; USP2a block: 8%; Menin MLL FP TR: 0%; MBNL1-CUG inh: 10%; Chronic BCR inh: inconclusive; ASM inhibitor: -3%

How did Nc1nc(CSc2nc3ccccc3s2)nc(Nc2ccccc2)n1 do in these assays?
TSHR antagonist: -21; Eya2 inh: -16%; PKM2 act: -12%; Mito fusion yeast: 14%; GALK inhibitor: -4%; USP2a block: -8%; Menin MLL FP TR: inconclusive; MBNL1-CUG inh: -10%; Chronic BCR inh: inconclusive

How did Cc1ccc(S(=O)(=O)NN2C(=O)c3ccccc3NC2C)cc1 (stereo unspecified) do in these assays?
TSHR antagonist: 6; Eya2 inh: 0%; PKM2 act: 0%; KCNH2 WT inh: 1; Mito fusion yeast: -2%; GALK inhibitor: 1%; USP2a block: 3%; Menin MLL FP TR: 5%; Chronic BCR inh: 1%; ASM inhibitor: 13%

Results for N#CCC(=O)Nc1ccc(C(=O)OCC(=O)c2ccc3c(c2)NC(=O)CO3)cc1 ?
TSHR antagonist: -7; Eya2 inh: -15%; KCNH2 WT inh: -9; Mito fusion yeast: 0%; USP2a block: 3%; Chronic BCR inh: -2%; ASM inhibitor: 0%

What do the screens show for `Cc1csc(Nc2ccc(Cl)cc2)n1`?
TSHR antagonist: 11; Eya2 inh: -6%; PKM2 act: 11%; KCNH2 WT inh: -2; Mito fusion yeast: -2%; GALK inhibitor: 5%; USP2a block: 2%; Menin MLL FP TR: 39%[activator]; MBNL1-CUG inh: -3%; Chronic BCR inh: -3%; ASM inhibitor: -1%

Results for CC1CCN(C(=O)Cn2nnnc2CN2CCOCC2)CC1 ?
TSHR antagonist: -1; Eya2 inh: 0%; KCNH2 WT inh: -7; Mito fusion yeast: 2%; GALK inhibitor: -5%; USP2a block: 5%; MBNL1-CUG inh: 0%; Chronic BCR inh: -3%; ASM inhibitor: -2%

How did O=C(CCN1C(=O)S/C(=C/c2ccccc2)C1=O)Nc1ccc(O)c(C(=O)O)c1 do in these assays?
TSHR antagonist: 1; Eya2 inh: 0%; KCNH2 WT inh: -14; Mito fusion yeast: 2%; GALK inhibitor: -3%; USP2a block: 1%; MBNL1-CUG inh: inconclusive; Chronic BCR inh: -2%; ASM inhibitor: 7%

How did C/C(=N\NC(=O)c1cccs1)c1ccncc1 do in these assays?
TSHR antagonist: 4; Eya2 inh: -20%; KCNH2 WT inh: -3; Mito fusion yeast: -6%; GALK inhibitor: -3%; USP2a block: 1%; Menin MLL FP TR: -9%; MBNL1-CUG inh: 5%; Chronic BCR inh: -9%; ASM inhibitor: -3%

How did O=C(Cc1ccc(-c2ccccc2)cc1)Nc1ccccc1 do in these assays?
TSHR antagonist: 1; Eya2 inh: 12%; PKM2 act: -3%; KCNH2 WT inh: -3; Mito fusion yeast: 0%; GALK inhibitor: -1%; USP2a block: -1%; Menin MLL FP TR: inconclusive; MBNL1-CUG inh: 3%; Chronic BCR inh: 1%; ASM inhibitor: 8%

What do the screens show for `Cc1ccc(Cn2c(O)c(N=NC(=S)Nc3ccccc3F)c3ccccc32)cc1`?
TSHR antagonist: -8; Eya2 inh: -1%; PKM2 act: 1%; Mito fusion yeast: 0%; GALK inhibitor: 1%; USP2a block: 0%; Menin MLL FP TR: inconclusive; MBNL1-CUG inh: 0%; Chronic BCR inh: 1%; ASM inhibitor: -9%
